High-throughput results as filed in PubChem.
PAX8 reporter: inhibitors of PAX8 transcriptional activity in RMG-I cells | actives 1.2% (n = 360,000) | inhibition, % at 12.6 µM | RMG-I TPO-luciferase reporter, SteadyGlo, 24 h;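 active = mean replicate inhibition at least 60% with every replicate also reaching 60%; inconclusive = only one of the two criteria is met; inactive = mean below 60% and not all replicates reaching 60%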;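 note: luciferase light reporting Pax8 driven TPO promoter activity; plate controls were median of neutral control wells for no effect and mitoxantrone controls for full effect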
Cneo AK release: Cryptococcus neoformans lysis via adenylate kinase release; C. neoformans lysis, adenylate kinase release luminescence, 4 h; normalised: neutral wells 0, clomiphene wells 100; lysis activity, % at 15 µM; actives 0.2% (n = 360,000); AID 651654;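 active = mean lysis activity across replicates of at least 80%, whatever share of replicates individually reach that level; inactive = mean lysis activity below 80%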
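Assay system: C. neoformans cells. Amount: yeast cell density of 5 × 10^6 cells/mL. Technique: AK luminescence. Buffer or medium: YPD. Times: static 4 h at 37 °C with compound, 1 h detection. Dosing: single-point compound dose. Read-out: lysis from increased AK signal.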
FN deposition inh: fibronectin deposition inhibition | AH1F fibroblasts, Alexa488-fibronectin deposition fluorescence, overnight | inhibition, % at 12.6 µM | actives 0.086% (n = 350,000) | AID 743247;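 active = mean inhibition across replicates of 30% or more, regardless of how many single replicates reach that level; inconclusive = mean under 30% yet at least half of replicates reach 30%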;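 note: positive control wells lacked labelled fibronectin entirely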
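Test system: AH1F fibroblast monolayer depositing Alexa488-labelled fibronectin into matrix. Input: 10000 cells per well. Technique: fluorescence, ex 485 nm, em 525 nm. Buffer or medium: DMEM plus 2% serum, read in PBS. Timing: 1 h cell adhesion before compound, then overnight fibronectin incubation. Compound: single dose, pinned. Read-out basis: inhibition from reduced deposited-fibronectin fluorescence.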
miR-122 sensor: blocks miR-122 activity in Huh7 sensor cells; actives 0.3% (n = 340,000); activation (reporter increase), % at 12.5 µM; Huh7 miR-122 Renilla luciferase sensor, 48 h; neutral wells = 0, positive control = 100; AID 602342;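 active = mean replicate activation score at least 90 and every replicate individually at or above 90; inconclusive = only one of the two criteria met; inactive = neither criterion met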;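 note: higher luciferase means less miR-122 activity so hits act as miR-122 inhibitors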
LGR2 inh: inhibitors of bursicon-induced Drosophila LGR2 receptor cAMP signaling. HEK293 LGR2, CRE-luciferase, bursicon-stimulated, 4 h. inhibition, % at 9.99 µM. actives 0.35% (n = 380,000). AID 720647;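 active = drop in luminescence signal, shown as inhibition above about 50% in the replicate tests, limit read from the data, passing the limit was not always enough; inconclusive = probably only some replicates passing the limit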;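 note: agonist challenge used bursicon conditioned medium at about half maximal strength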
PGC1a acetyl inh: modulators of PGC1a acetylation; U2OS PGC1a acetylation, AlphaScreen anti-acetyl-lysine; with virally co-expressed GCN5 acetyltransferase; inhibition, % at 15.6 µM; actives 0.17% (n = 350,000);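 active = every replicate shows inhibition of at least 40%; inconclusive = mean inhibition at least 40% but some replicate below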;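 note: 0% = neutral control wells and 100% = positive control wells; some results beyond the cut were filed as inactive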
EWS-Fli inh: inhibitors of EWS/Fli oncoprotein transcriptional activity | inhibition, % at 12.6 µM | actives 0.67% (n = 350,000) | A673 NR0B1-luciferase reporter, viability-normalised | AID 651661;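 active = mean inhibition of at least 50% after viability correction, with every replicate also passing that limit; inconclusive = mean reaches 50% but only one of two replicates passes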;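 note: firefly luciferase signal divided by Alamar Blue viability fluorescence both relative to DMSO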
Casp6 inh: blocks human caspase-6 cleavage activity; P55212; purified caspase-6, Z-VEID-R110 cleavage fluorescence; actives 0.53% (n = 350,000); inhibition, % at 12.5 µM;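 active = mean inhibition across replicates at least about 35%, with every replicate also reaching that limit, limit read from the data; inconclusive = only one of the two criteria met; inactive = neither criterion met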;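 note: 0% = median of neutral control wells and 100% = no fluorescence left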
Target sequence (P55212 24-179 limits assumed): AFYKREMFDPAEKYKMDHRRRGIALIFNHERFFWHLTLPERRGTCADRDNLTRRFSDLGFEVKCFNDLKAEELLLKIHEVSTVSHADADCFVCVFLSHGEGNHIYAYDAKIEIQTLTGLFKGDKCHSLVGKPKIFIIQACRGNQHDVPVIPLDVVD
Target sequence (P55212 194-293 limits assumed): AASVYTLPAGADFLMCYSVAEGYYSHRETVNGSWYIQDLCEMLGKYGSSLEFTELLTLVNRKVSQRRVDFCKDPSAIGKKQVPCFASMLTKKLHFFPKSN
Active calls of the source: *; ? = inconclusive; nt = no result given; [ ] = another dose, or the depositor's remark.

1: CN(Cc1ccn[nH]1)C(=O)C1CCC(=O)N(Cc2cccc(C(F)(F)F)c2)C1 (configuration not stated)
2: CCOc1ccc(S(=O)(=O)N2CCCC2)c2ccccc12
3: c1ccc(-c2nn3cnnc3c3ccccc23)cc1
4: O=C(Nc1ccc(F)c(F)c1)C1=COCCO1
5: COc1ccc(CCNC(=O)Cn2c(=O)c3cccn3c3cccnc32)c(OC)c1OC
6: CC(=O)C[C@@H](O)CC(=O)[C@H]1OC(=O)CCCCCc2ccccc21
7: C[C@@H]1CN([C@H](C)CO)S(=O)(=O)c2ccc(C#CCN(C)C)cc2O[C@@H]1CN(C)C(=O)C1CC1
8: C=CCNC(=O)/C(C#N)=C/c1c(N2CCN(c3cccc(Cl)c3)CC2)nc2c(C)cccn2c1=O
Screen / compound no.	1	2	3	4	5	6	7	8
PAX8 reporter	-3	10	0	-13	14	7	nt	12
Cneo AK release	0	-2	nt	0	1	-1	nt	5
FN deposition inh	-3	8	nt	-1	-5	7	-12	-2
miR-122 sensor	1	nt	nt	-4	nt	2	2[16.7 µM]	14
LGR2 inh	10	3	-14	12	1	1	12	15
PGC1a acetyl inh	6	-3	nt	nt	nt	-1	-7	0
EWS-Fli inh	-5	2	9	-24	-1	0	-18	16
Casp6 inh	-3	0	3	-2	-2	3	nt	-3

9: CN1C(CC(=O)Nc2ccc(Cl)cc2Cl)c2ccccc2CC1(C)C (configuration not stated)
10: O=C(Nc1ccccc1O)C1=C[C@H](c2coc3ccccc3c2=O)C[C@H](OCCCCO)O1
11: COc1ccc(C(=O)NC(C)c2nnc(SCC(=O)NC3=NCCS3)n2C)cc1 (configuration not stated)
12: COc1cc(C2c3sc(=O)[nH]c3SC3C(=O)N(c4ccc(Br)cc4)C(=O)C32)ccc1O (configuration not stated)
13: COc1ccc(NC(=O)C(C)N2CCN(C)CC2)cc1 (configuration not stated)
14: CCn1c(=O)c(C(=O)NCc2ccc3c(c2)OCO3)c(O)c2ccccc21
15: CCC(C(=O)NC1CCCC1)n1c(-c2ccccn2)nc2ccccc21 (configuration not stated)
16: Cc1ccc(C)c(N(C(=O)Cn2nnc(-c3cccs3)n2)C(C(=O)NC2CCCC2)c2ccncc2)c1 (configuration not stated)
Screen / compound no.	9	10	11	12	13	14	15	16
PAX8 reporter	21	3	17	-9	5	10	-7	nt
Cneo AK release	0	-2	nt	-3	-1	2	nt	1
FN deposition inh	-11	nt	-2	-2	1	2	0	4
miR-122 sensor	-5	nt	-7	-5	nt	-2	nt	-4
LGR2 inh	9	nt	3	1	2	-16	2	nt
PGC1a acetyl inh	1	-13	nt	-2	-2	14	nt	-5
EWS-Fli inh	14	10	6	-20	0	1	0	nt
Casp6 inh	-2	-1	-1	5	-4	1	1	nt

Limited to Casp6 inh, PGC1a acetyl inh and FN deposition inh, for 6 of the compounds above:
item	SMILES	Casp6 inh	PGC1a acetyl inh	FN deposition inh
8	C=CCNC(=O)/C(C#N)=C/c1c(N2CCN(c3cccc(Cl)c3)CC2)nc2c(C)cccn2c1=O	-3	0	-2
9	CN1C(CC(=O)Nc2ccc(Cl)cc2Cl)c2ccccc2CC1(C)C (configuration not stated)	-2	1	-11
10	O=C(Nc1ccccc1O)C1=C[C@H](c2coc3ccccc3c2=O)C[C@H](OCCCCO)O1	-1	-13	nt
11	COc1ccc(C(=O)NC(C)c2nnc(SCC(=O)NC3=NCCS3)n2C)cc1 (configuration not stated)	-1	nt	-2
12	COc1cc(C2c3sc(=O)[nH]c3SC3C(=O)N(c4ccc(Br)cc4)C(=O)C32)ccc1O (configuration not stated)	5	-2	-2
13	COc1ccc(NC(=O)C(C)N2CCN(C)CC2)cc1 (configuration not stated)	-4	-2	1

The results go on.
17: C[C@H](CO)N1C[C@H](C)[C@H](CN(C)Cc2cccnc2)Oc2cc(/C=C/c3ccccc3)ccc2S1(=O)=O
18: CCCCOCCCNC(=O)c1ccc(OCC)cc1
19: COc1ccc(COC(=O)c2ccc(S(=O)(=O)N3CCCCC3)cc2)cc1OC
20: NC(=O)C1CCCN(S(=O)(=O)c2ccccc2)C1 (configuration not stated)
21: CC1(C(=O)NC2CCCCC2)CCC(=O)N1Cc1ccc2c(c1)OCO2 (configuration not stated)
22: CC(C)C[C@H](NC(=O)c1nc[nH]c1C(=O)N1CCN(c2ccccc2)CC1)C(=O)OCc1ccccc1
23: CCOC1=C2CN(S(=O)(=O)c3ccc(C)cc3)[C@H](c3cccs3)C[C@H]2[C@H]2C(=O)N(c3ccccc3)C(=O)[C@H]2C1
24: CC(NCC(=O)NCCc1ccc(S(N)(=O)=O)cc1)c1ccc(F)cc1 (configuration not stated)
Screen / compound no.	17	18	19	20	21	22	23	24
PAX8 reporter	0	nt	2	nt	-18	-15	9	-4
Cneo AK release	-3	3	-2	0	-8	-1	0	-7
FN deposition inh	nt	nt	-4	nt	-8	-9	nt	2
miR-122 sensor	-3[16.7 µM]	0	nt	nt	3	13	44	nt
LGR2 inh	-3	-7	1	3	-25	2	-2	-17
PGC1a acetyl inh	5	14	nt	0	-8	1	-25	nt
EWS-Fli inh	6	nt	-1	12	-2	-9	-6	nt
Casp6 inh	-2	nt	-2	0	5	0	-1	-2

Compound profiles (already shown). Values in the order: PAX8 reporter	Cneo AK release	FN deposition inh	miR-122 sensor	LGR2 inh	PGC1a acetyl inh	EWS-Fli inh	Casp6 inh
NC(=O)C1CCCN(S(=O)(=O)c2ccccc2)C1 (configuration not stated) across the screens: nt	0	nt	nt	3	0	12	0
CCCCOCCCNC(=O)c1ccc(OCC)cc1 across the screens: nt	3	nt	0	-7	14	nt	nt

Other records.
25: CCONC(=O)Nc1ccccc1[N+](=O)[O-]
26: CC(C)Cc1nc(SCc2cccnc2)c2c(=O)n(C)c(=O)n(C)c2n1
27: Cc1ccccc1NC(=O)c1sc(NC(=O)C2CC2)nc1C
28: O=c1[nH]c(CSc2ccccn2)nc2c1oc1ccccc12
29: CC1(C)CC(N=c2cc(-c3ccccc3)oc3ccc(Cl)cc23)CC(C)(C)N1
30: CCOc1ccccc1C(=O)OC(C)C(=O)Nc1ccc(S(=O)(=O)N2CCCC2)cc1 (configuration not stated)
31: COCCNC(=S)NNc1cccc(C(=O)O)c1
32: COc1ccccc1-c1cnc2c(c1)C(=O)N([C@@H](C)CO)C[C@H](C)[C@@H](CN(C)C(C)=O)O2
Screen / compound no.	25	26	27	28	29	30	31	32
PAX8 reporter	-10	-5	-30	-7	-21	14	14	nt
Cneo AK release	nt	nt	-1	nt	nt	2	0	-4
FN deposition inh	7	19	4	nt	-3	-4	0	nt
miR-122 sensor	nt	nt	2	3	nt	5	nt	2[16.7 µM]
LGR2 inh	22	-14	-4	80*	41	27	11	3
PGC1a acetyl inh	nt	3	-6	-24	nt	-1	-1	-16
EWS-Fli inh	11	-5	-23	28	14	10	-2	-2
Casp6 inh	-3	0	-1	-1	-9	5	3	-4

No new results follow: an excerpt of the list.
25: CCONC(=O)Nc1ccccc1[N+](=O)[O-]
26: CC(C)Cc1nc(SCc2cccnc2)c2c(=O)n(C)c(=O)n(C)c2n1
Screen / compound no.	25	26
PAX8 reporter	-10	-5
Cneo AK release	nt	nt
FN deposition inh	7	19
miR-122 sensor	nt	nt
LGR2 inh	22	-14
PGC1a acetyl inh	nt	3
EWS-Fli inh	11	-5
Casp6 inh	-3	0

Next part.
33: CCC(C)NC(=O)N[C@@H](CCSC)C(=O)O (some centres not stated)
34: CCCn1c(CCc2ccccc2)n[nH]c1=S
35: O=C(NC1CC(=O)N(c2ccc(Cl)cc2)C1)C1CC1 (configuration not stated)
36: c1ccc(-c2nn3c(-c4ccccc4)nnc3o2)cc1
37: Cc1noc(C)c1NC(=O)Nc1ccc2c(c1)C(=O)N([C@@H](C)CO)C[C@H](C)[C@@H](CN(C)S(=O)(=O)c1cn(C)cn1)OCCCC[C@@H](C)O2
38: O=C(O)c1ccc2c(c1)-c1nc3ccccc3n1C2=O
39: CN(C)c1ccc(C(C(=O)NCc2ccccc2)N(Cc2ccco2)C(=O)c2snc(C(N)=O)c2N)cc1 (configuration not stated)
40: Cc1ccc(NC(=O)c2cc(S(=O)(=O)N3CCc4ccccc43)cn2C)cc1C
Screen / compound no.	33	34	35	36	37	38	39	40
PAX8 reporter	nt	8	0	-22	-13	-11	43	50
Cneo AK release	0	nt	nt	-2	40	4	1	-2
FN deposition inh	nt	0	-7	-2	nt	-9	3	14
miR-122 sensor	nt	nt	nt	11	10[16.7 µM]	8	13	-1
LGR2 inh	-9	19	6	-27	1	nt	?	8
PGC1a acetyl inh	3	3	nt	-4	1	4	10	0
EWS-Fli inh	-6	3	2	-15	-5	nt	20	16
Casp6 inh	9	2	0	2	-1	nt	0	0

41: COc1ccc(NC(=O)Nc2ccc3c(c2)C(=O)N([C@H](C)CO)C[C@@H](C)[C@H](CN(C)C(=O)Nc2ccc(F)cc2)O3)cc1
42: CNC[C@@H]1Oc2ncc(Br)cc2C(=O)N([C@H](C)CO)C[C@H]1C
43: COc1ccc(N2CC(C(=O)Nc3nnc(SCC(=O)NCC4CCCO4)s3)CC2=O)cc1 (configuration not stated)
44: O=C(CC1CC1)N[C@@H]1CC[C@@H](CCNS(=O)(=O)c2ccc(F)cc2)O[C@H]1CO
45: CN(C)S(=O)(=O)c1cccc(COC(=O)CN2CCCCCC2=O)c1
46: C[C@H]1CN([C@@H](C)CO)C(=O)Cc2cc(NC(=O)NC3CCCCC3)ccc2O[C@H]1CN(C)Cc1ccncc1
47: CCOC(=O)C1CCN(C(=O)Cn2nc(C)n3nc(-c4ccc(OC)cc4)cc3c2=O)CC1
48: Cc1ccc(S(=O)(=O)Nc2nc(CN3CCOCC3)nc3sc(C(=O)O)c(C)c23)cc1
Screen / compound no.	41	42	43	44	45	46	47	48
PAX8 reporter	-6	6	nt	5	2	-4	11	-18
Cneo AK release	1	nt	1	8	-2	12	3	14
FN deposition inh	nt	nt	-7	1	-14	nt	-1	9
miR-122 sensor	-2[16.7 µM]	17[16.7 µM]	-10	nt	-3	-6[16.7 µM]	nt	-4
LGR2 inh	-4	6	14	3	-6	-4	3	-3
PGC1a acetyl inh	24	0	-3	-13	-15	3	nt	nt
EWS-Fli inh	5	-5	6	-8	-9	0	-10	-11
Casp6 inh	-2	nt	14	1	-2	1	4	13
